High-throughput results (PubChem BioAssay)
GPR151 ag – activates the human receptor GPR151; PathHunter beta-arrestin GPR151 cells, luminescence; 650,000 compounds, 1% hits; activation, % at 11.2 µM; in the data active = activation above about 4.9%;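 also: 0% = median of compound wells and 100% = cells with positive control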
Target sequence (Q8TDV0 whole entry, looked up): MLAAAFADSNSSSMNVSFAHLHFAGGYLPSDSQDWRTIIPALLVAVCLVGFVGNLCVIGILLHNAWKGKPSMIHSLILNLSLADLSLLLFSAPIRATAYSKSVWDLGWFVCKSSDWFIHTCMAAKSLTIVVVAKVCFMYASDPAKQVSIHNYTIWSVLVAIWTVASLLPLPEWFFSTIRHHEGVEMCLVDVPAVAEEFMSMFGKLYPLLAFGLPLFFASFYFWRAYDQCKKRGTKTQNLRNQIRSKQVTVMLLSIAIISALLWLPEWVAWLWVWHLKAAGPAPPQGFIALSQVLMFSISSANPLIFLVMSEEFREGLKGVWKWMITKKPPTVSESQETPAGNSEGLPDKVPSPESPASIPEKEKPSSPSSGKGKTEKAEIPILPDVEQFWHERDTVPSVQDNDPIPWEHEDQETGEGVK
TEAD-YAP inh – TEAD-YAP interaction inhibition | HEK-TIYL cells, TEAD-Gal4/YAP UAS-luciferase luminescence | inhibition, % at 9.12 µM | 640,000 compounds, 1.4% hits; in the data active = inhibition above about 32%;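 also: 0% = median of test compound wells and 100% = reference inhibitor wells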
FBW7 activator – human FBW7 E3 ligase activation, primary screen; AID 1259310; 650,000 compounds, 0.13% hits; AlphaScreen FBW7–phospho-cyclin E peptide binding, activator screen; normalized activity (activation), % at 26.1 µM; Q969H0; in the data active = normalized activity above about 1.9%;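 also: purified mutant Fbw7 with reduced substrate affinity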
MITF inh – human MITF inhibition, primary screen. AlphaScreen MITF homodimerization, bead proximity signal. inhibition, % at 2.6 µM. 650,000 compounds, 0.91% hits; in the data active = inhibition above about 50%;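 also: 0% = vehicle wells with protein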
Target sequence (O75030 whole entry, looked up): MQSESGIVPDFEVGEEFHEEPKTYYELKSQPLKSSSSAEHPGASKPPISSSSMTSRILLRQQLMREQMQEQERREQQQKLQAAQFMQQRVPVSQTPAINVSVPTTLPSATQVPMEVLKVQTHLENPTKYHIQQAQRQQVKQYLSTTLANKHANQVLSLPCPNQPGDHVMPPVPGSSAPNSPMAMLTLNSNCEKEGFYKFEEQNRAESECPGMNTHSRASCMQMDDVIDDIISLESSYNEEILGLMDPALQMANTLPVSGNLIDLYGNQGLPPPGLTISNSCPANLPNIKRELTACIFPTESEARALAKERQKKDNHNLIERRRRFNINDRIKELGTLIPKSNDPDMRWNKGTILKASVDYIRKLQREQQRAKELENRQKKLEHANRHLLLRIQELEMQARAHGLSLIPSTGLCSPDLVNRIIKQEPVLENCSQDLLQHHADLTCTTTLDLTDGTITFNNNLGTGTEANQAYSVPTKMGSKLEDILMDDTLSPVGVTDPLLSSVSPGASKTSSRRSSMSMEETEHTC
An asterisk follows results filed as active; & = joins results of further samples.

SMILES	GPR151 ag	TEAD-YAP inh	FBW7 activator	MITF inh
Cc1c(N(C(=O)Nc2ccccc2)C2=NCC(C)S2)c(=O)n(-c2ccccc2)n1C (stereo not drawn)	0.1	-18.0	-0.1	10.3
Cc1ccccc1NC(NC(=O)N(C)C)C(Cl)(Cl)Cl (stereo not drawn)	2.2	6.4	0.3	5.0
CCC1=NN2C(=N)/C(=C\c3ccc(SCc4ccco4)o3)C(=O)N=C2S1	-0.4	-0.9	-0.6	85.7*
O=C(CSc1nc2ccccc2o1)n1c2c(c3ccccc31)CCCC2	0.5	9.1	-0.2	0.8
COC(=O)c1cc(C(=O)Nc2nc3ccccc3s2)cc([N+](=O)[O-])c1	1.4	10.5	0.0	8.0
Cc1ccc(CNC(=O)c2ccccc2N)cc1	0.5	3.6	-0.2	-7.2
Cc1cc(C)n2nc(C(=O)Nc3nc4ccc(F)cc4s3)nc2n1	0.6	-11.8	0.0	4.6
Cc1ccc(C(=O)Nc2ccc(Cc3ccncc3)cc2)cc1	-1.3	10.3	0.2	-6.9
Cc1ccc2nc(-c3ccc(Br)c(N)c3)oc2c1	-2.2	70.2*	0.8	19.6
COc1ccccc1NC(=O)CCN1C(=O)C2C3CCC(C3)C2C1=O (stereo not drawn)	-1.3	1.6	0.6	15.9
COc1cc(NC(=O)c2csc(N3CCCC3CO)n2)cc(OC)c1OC (stereo not drawn)	-0.5	-9.2	0.0	-1.0
CC(=O)N(CN1C(=O)C2CCC(C)CC2C1=O)c1ccc(C)c(Cl)c1 (stereo not drawn)	0.1	-4.2	0.0	-6.0
CCOc1cccc(C2CC(c3ccc(OC)cc3)=NC(c3ccc(C(=O)OC)cc3)N2)c1O (stereo not drawn)	-1.0	-21.7	0.2	4.5
Cc1ccc(N(O)S(=O)(=O)c2ccc(Cl)cc2)cc1	1.0	9.2	0.0	1.2
Cc1ccc(Cc2nnc(Nc3ccc(C)cc3)[nH]c2=O)cc1	-0.3	2.6	-0.1	0.3
COC(=O)C1=CN(CC2CCCO2)C=C(C(=O)OC)C1c1cccc(Cl)c1 (stereo not drawn)	0.7	-7.0	0.2	-16.9
CCOC(=O)C(=O)c1csc(NC(=O)C2CCCCC2)n1	0.5	-9.9	0.0	10.7
CC(C)(C)C(=O)NCCc1nc2ccccc2n1CC(=O)c1ccccc1	-0.1	4.0	0.0	-0.8
CC(=O)c1ccc(OCCSc2nnnn2-c2ccccc2)cc1	-0.1	0.3	0.3	5.7
CCC(=O)c1ccc(OC(=O)CCN2C(=O)c3ccccc3C2=O)cc1	0.1	-6.4	-0.1	-0.8
COC(=O)c1ccc(C2c3c(oc4ccccc4c3=O)C(=O)N2c2nc(C)c(C)s2)cc1 (stereo not drawn)	0.2	1.7	0.0	14.3
O=C1NC(=O)/C(=C\C=C\c2ccccc2)S1	-4.6	-27.0	-0.2	0.8
O=C(COc1cc(F)ccc1[N+](=O)[O-])Nc1cccc(S(=O)(=O)NC2=NCCC2)c1	0.6	-1.3	0.1	8.4
O=C(CSc1nc2ccsc2c(=O)n1-c1cccc(Cl)c1Cl)Nc1ccccc1C(F)(F)F	0.1	-0.7	-0.1	-4.8
CCCOc1cc(N2CCN(S(=O)(=O)CC)CC2)nc(C)n1	-1.0	10.9	-0.1	-8.3

Overlap with the part before: three compounds; new compounds follow.
SMILES	GPR151 ag	TEAD-YAP inh	FBW7 activator	MITF inh
O=C(COc1cc(F)ccc1[N+](=O)[O-])Nc1cccc(S(=O)(=O)NC2=NCCC2)c1	0.6	-1.3	0.1	8.4
O=C(CSc1nc2ccsc2c(=O)n1-c1cccc(Cl)c1Cl)Nc1ccccc1C(F)(F)F	0.1	-0.7	-0.1	-4.8
CCCOc1cc(N2CCN(S(=O)(=O)CC)CC2)nc(C)n1	-1.0	10.9	-0.1	-8.3
O=C(CSc1nnc(-c2cccc(F)c2)n1-c1ccccc1)Nc1ccc(Br)cc1	2.7	6.5	-0.1	2.7
CC1CN(C(=O)c2c(NC(=O)c3cccs3)sc3c2CCC(C(C)(C)C)C3)CC(C)O1 (stereo not drawn)	2.5	-0.9	0.1	-30.3
Cn1c(=O)oc2cc(S(=O)(=O)N3CCCCCC3)ccc21	0.7	-21.4	0.1	2.9
N/C(=N/O)c1ccccc1N1CCC(Cc2ccccc2)CC1	0.5	12.4	0.5	9.4
CC(=O)Nc1ccc2c(c1)CN(C(C)(C)C)CO2	0.4	6.2	0.1	14.9
COc1ccc(OC)c(C2C=C(c3ccc(Cl)cc3)Nc3ncnn32)c1 (stereo not drawn)	0.1	4.0	0.0	14.6
CCOC(=O)C1CCCCN1S(=O)(=O)c1cc(C(=O)OC)n(C)c1 (stereo not drawn)	-0.4	5.1	-0.1	1.1
CCOc1ccc(-n2nc(C(=O)Nc3ccc(F)cc3F)c3ccccc3c2=O)cc1	-0.6	-0.8	0.7	10.2
COCCNC(=O)CN(c1ccccc1OC)S(=O)(=O)c1ccc(C)cc1	-1.0	17.4	0.0	-2.3
Cc1ccc(NC(=O)N2CCC3(CC2)CC(=O)c2ccccc2O3)cc1	-0.5	-44.4	-0.1	-2.7
COc1ccc(/C=N/Nc2nc(C)cc(=O)[nH]2)c(OC)c1OC	-0.7	0.2	-0.1	3.5
COc1ccc2c(c1)C=C(CN1CCN(C(C)C)C(CCO)C1)CO2 (stereo not drawn)	1.0	-0.3	0.0	-7.8
CC1CCN(C(=O)CN(C)S(=O)(=O)c2ccc3[nH]c4c(c3c2)CCCC4)CC1	-1.2	-4.7	0.0	3.8
NC1=NC(=O)/C(=C\c2ccccc2OCc2ccccc2F)S1	1.2	-10.7	0.1	4.8
CC(=O)c1cccc(-c2ccc(NC(C)c3ccccc3)nc2)c1 (stereo not drawn)	-0.3	-68.2	-0.6	6.9
COc1ccc(-c2n[nH]c3c2C(c2ccccc2F)NC3=O)cc1 (stereo not drawn)	1.4	6.5	0.1	6.2
COc1ccc(-c2ncc(C(=O)NCc3cccc(C(F)(F)F)c3)s2)cn1	-3.0	0.1	0.1	-6.3
Cc1[nH]nc2c1C(c1cc(C)n(-c3ccccc3)c1C)C1=C(CCCC1=O)N2 (stereo not drawn)	-0.1	0.7	0.0	14.8
O=C1N/C(=C/c2cccc([N+](=O)[O-])c2)C(=O)N1Cc1ccc(Br)cc1	0.9	15.5	0.0	3.2
O=Cc1ccc(OC(=O)c2ccccc2[N+](=O)[O-])c(Cl)c1	2.0	1.6	-0.1	-5.6
CC(=NCCN1CCOCC1)c1c(C(F)(F)F)[nH]n(-c2nc3ccccc3s2)c1=O	-7.2&-8.1	2.5&-3.9	0.3&0.2	16.5&3.5
O=C(NC1CCN(Cc2ccccc2)CC1)c1ccc2nc(Nc3ccncn3)sc2c1	1.0	0.8	-0.1	14.0
CCN1C=C(C(=O)OC)C(c2cc(OC)c(OC)cc2OC)C(C(=O)OC)=C1	0.4	5.9	0.1	5.1
O=CN1CCN(c2nc(-c3ccc(Cl)cc3)cs2)CC1	1.4	-42.4	-0.1	3.7
COc1ccccc1S(=O)(=O)Cc1ccc(C(=O)NCCCOC(C)C)o1	0.3	10.2	0.0	13.5
Next section.
SMILES	GPR151 ag	TEAD-YAP inh	FBW7 activator	MITF inh
CC(C)CN1CCN(Cc2ccc(Oc3ncccn3)cc2)CC1CCO (stereo not drawn)	1.7	-2.9	0.0	-10.2
CCOc1ccc(NC(=O)c2cc(-c3ccccc3)nc3ccccc23)cc1	1.6	5.0	0.2	0.3
COc1ccccc1CN(Cc1c(Cl)cccc1Cl)S(=O)(=O)c1ccc([N+](=O)[O-])cc1	-1.5	-4.5	-0.1	-1.5
COC(=O)c1sc(NC(=O)CCSc2ccccc2)c(C(=O)OC)c1C	-0.4	1.6	0.0	-13.4
CC(=O)NCCc1nc2ccccc2n1CCCCOc1cccc(C)c1	0.7	0.2	0.0	3.9
CC(Cl)C(=O)Nc1ccccc1C#N (stereo not drawn)	1.6	0.9	0.0	-6.2
CN(C)S(=O)(=O)c1cccc2c1N(C(=O)c1cccc(C(F)(F)F)c1)CC2	1.2	-1.0	-0.1	2.0
C=CCNC(=S)N1CCC(C(=O)c2ccc(OC)cc2)CC1	-0.2	-1.9	0.0	4.5
CNC(=O)C(=O)NCC1OCCN1S(=O)(=O)c1ccc(OC)c(OC)c1 (stereo not drawn)	1.5	-1.5	-0.1	3.4
CCCOC(=N/C(=N/S(=O)(=O)c1ccccc1)c1ccccc1)SC	0.6	11.0	0.1	4.5
N#CC1=C(N)SC(N)=C(C#N)C1c1ccc(F)cc1F	1.1	-2.9	-0.2	-1.3
COc1cc2nc(SCC#N)n3nc(-c4ccccc4)nc3c2cc1OC	-0.6	-8.4	0.1	3.9
CCOC(=O)c1c(NC(=O)COc2ccc(Cl)cc2C)sc(C(=O)Nc2ccccc2F)c1C	1.5	7.3	0.1	3.4
Cc1cc(Br)ccc1NC(=O)NCc1noc2ccccc12	6.1*	-3.7	-0.1	-0.1
COc1ccc(/C=C(\NC(=O)c2ccc(OC)cc2)C(=O)N2CCOCC2)cc1	0.3	-1.5	0.1	-3.2
COCC(=O)Nc1cc(C)nn1-c1ncnc2c1cnn2-c1ccc(Cl)cc1	-1.4	1.6	0.1	22.4
CCOCCCNC(=O)CC1C(=O)NCCN1CC(c1ccccc1)c1ccccc1 (stereo not drawn)	-0.3	5.2	0.0	11.6
COc1ccc(-c2cc(C(=O)O)c3c(-c4ccc([N+](=O)[O-])cc4)[nH]nc3n2)c(OC)c1	3.2	-2.2	-0.1	-0.4
Cc1ccc(-n2c(SCC(=O)c3ccc(Cl)cc3)nc3[nH]ncc3c2=O)cc1C	0.4	13.2	0.0	12.2
Cn1c(=O)n(Cc2cccc(I)c2)c(=O)c2c1ncn2Cc1ccccc1	1.6	-23.3	-0.1	1.6
COc1ccc(CCNc2cc(N3CCN(S(=O)(=O)c4ccc(Br)s4)CC3)ccc2[N+](=O)[O-])cc1OC	1.1	2.4	0.1	9.5
COc1ccc(S(=O)(=O)CCC(=O)Nc2nc3ccc(OC)cc3s2)cc1	1.2	-19.1	0.1	53.9*
CCOc1ccccc1NC(=O)c1c(NC(=O)Cc2ccccc2)sc2c1CCC2	0.4	1.8	0.1	-1.9
CCCn1nnnc1SCC(=O)NCc1cccs1	0.1	-0.8	0.0	-4.3
O=C(NCCO)c1ccnc(-c2csc3ccccc23)c1	1.3	0.2	0.0	8.5
The list continues.
SMILES	GPR151 ag	TEAD-YAP inh	FBW7 activator	MITF inh
CC(=O)N(c1ccc2oc(=O)sc2c1)S(=O)(=O)c1ccccc1	2.4	4.9	-0.2	-0.5
O=C(CCc1ccccn1)N1CCC(CO)(Cc2cccc(F)c2)CC1	-0.2	-17.1	0.1	-3.5
COc1ccc(C(C)NC(=O)CN(c2ccccc2C)S(=O)(=O)c2ccc(C)cc2)cc1 (stereo not drawn)	-1.2	12.0	0.4	17.4
CCC(C)NC(=O)C1CCCN(S(=O)(=O)c2c(C)noc2/C=C/c2cccs2)C1 (stereo not drawn)	-0.5	2.6	-0.2	-3.2
Cc1c(S(=O)(=O)N2CCN(c3ccccc3F)CC2)c(=O)n(C)c(=O)n1C	0.1	-8.2	-0.1	-3.4
CCOC(=O)CCN1C(=O)CCC1CCNCc1cc2c(cc1Cl)OCO2 (stereo not drawn)	-0.6	-10.8	-0.2	-3.2
O=c1[nH]c2ccccc2n1CCCN1CCOCC1	0.7	-7.1	0.0	14.8
CC(C(=O)NC1CCCCCC1)n1c(=O)c2cccn2c2cccnc21 (stereo not drawn)	0.6	-1.7	-0.1	1.2
O=C(NNC(=O)Nc1ccc(Cl)cc1)Nc1ccccc1	0.6	-14.7	-0.1	6.2
O=C(COc1ccc(F)cc1)N/N=C/c1ccccc1	0.2	3.3	0.1	-20.4
CC(=O)N1CCc2cc(S(=O)(=O)NC(CC(C)C)C(=O)N3CCCCCC3)ccc21 (stereo not drawn)	1.2	-4.6	0.0	6.9
Fc1cc(-c2ccnc(Nc3ccc(-n4cnc(C(F)(F)F)n4)cc3)n2)cc(N2CCN(C3CC3)CC2)c1	-1.0	9.4	0.3	13.0
O=C(CSc1nnc(NC2CCCCC2)s1)NNC(=O)c1ccccc1	3.1	-2.2	0.2	-10.8
COC(=O)c1cc(OC)c(OC)c(OC)c1N	-0.6	-4.1	0.0	-3.4
CCOCCCNC(=O)c1cnn2c(C)c(Cc3cccc(C)c3)c(C)nc12	0.4	-0.1	0.0	-2.4
CCNC(=O)c1cc(CNCCC(C)c2ccc(C)o2)cc(NC(=O)c2ccccn2)c1 (stereo not drawn)	-0.5	9.4	-0.1	-2.1
COc1ccc(C(=O)O)cc1S(=O)(=O)N(C)CCc1ccccn1	-1.2	-3.6	0.8	22.3
CC(C)CC(C(=O)N1C(=O)c2cccc(N)c2C1=O)N1C(=O)c2ccccc2C1=O (stereo not drawn)	-0.2	7.9	0.0	2.9
CC1(C)C(c2ccc(F)cc2)=[N+]([O-])C(C)(C)C(c2ccc(F)cc2)=[N+]1[O-]	-1.1	-11.6	0.1	20.8
COc1cc(/C=c2/sc3nc4ccccc4n3c2=O)ccc1OCC(N)=O	1.7	-8.0	0.0	-10.7
CCOC(=O)C1CCN(c2ncnc3c2c(-c2ccccc2)cn3-c2cccc(C(F)(F)F)c2)CC1	1.5	-4.5	0.0	-1.3
COc1ccc([N+](=O)[O-])cc1NC(=O)C(C)OC(=O)c1ccc[n+]([O-])c1 (stereo not drawn)	-1.2	3.6	0.0	-5.4

Whole records from above. Screens in order: GPR151 ag	TEAD-YAP inh	FBW7 activator	MITF inh
CC1CCN(C(=O)CN(C)S(=O)(=O)c2ccc3[nH]c4c(c3c2)CCCC4)CC1 is listed with -1.2	-4.7	0.0	3.8
O=C(NNC(=O)Nc1ccc(Cl)cc1)Nc1ccccc1 is listed with 0.6	-14.7	-0.1	6.2
